RAM network inh: blocks the yeast RAM network. S. cerevisiae dse1pr::URA3 reporter, 5-FOA growth OD615, 2 d; analog-sensitive cbk1-as2 kinase mutant strain. AID 868. 190,000 compounds, 1.8% hits. inhibition, % at 50 µM;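 active = inhibition above a set limit, 3 SD over mean compound inhibition, cut at about 8.4% in these data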;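 note: 0% = DMSO-only wells with no growth and 100% = 10 µM 1-NA-PP1 full growth; inhibition rescues growth on 5-FOA so higher OD means more RAM inhibition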
L major viab: inhibitors of Leishmania major promastigote growth | Leishmania major promastigotes, resazurin fluorescence viability | 200,000 compounds, 9% hits | AID 1063 | inhibition, % at 10 µM; in the data active = inhibition above about 50%;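 note: promastigotes grown with compound for 44 hours at 28 °C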
TNAP act hi DEA: increases human TNAP activity under high phosphate acceptor concentration | purified TNAP, CDP-star luminescence, 1 M DEA, 30 min; stronger effect = higher value; 0 = EDTA background, 1 = DMSO-only activity | P05186 | activation factor at 20 µM | 200,000 tested, under 10 active;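 active = activation factor at least 2 at 20 µM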
Target sequence (P05186 whole entry, looked up): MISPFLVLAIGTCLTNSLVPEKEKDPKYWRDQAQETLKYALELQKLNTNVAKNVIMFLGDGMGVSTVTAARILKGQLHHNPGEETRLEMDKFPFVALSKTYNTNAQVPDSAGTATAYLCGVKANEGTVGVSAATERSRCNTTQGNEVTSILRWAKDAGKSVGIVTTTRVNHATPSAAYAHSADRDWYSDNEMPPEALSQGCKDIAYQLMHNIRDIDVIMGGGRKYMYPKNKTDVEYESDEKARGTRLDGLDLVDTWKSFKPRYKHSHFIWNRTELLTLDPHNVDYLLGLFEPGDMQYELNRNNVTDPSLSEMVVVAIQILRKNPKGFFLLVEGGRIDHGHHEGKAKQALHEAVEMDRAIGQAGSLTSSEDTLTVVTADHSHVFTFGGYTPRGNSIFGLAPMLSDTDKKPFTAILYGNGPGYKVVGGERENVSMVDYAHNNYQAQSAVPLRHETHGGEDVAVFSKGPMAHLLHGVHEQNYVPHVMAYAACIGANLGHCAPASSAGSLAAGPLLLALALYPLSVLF
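Dosing: 20 µM single point. System: human TNAP. Amount: TNAP 1/800 final. Incubation: 30 min, room temperature. Read-out: TNAP activation factor scaled between EDTA and DMSO control wells. Signal: luminescence from CDP-star hydrolysis. Medium: 1 M DEA, pH 9.8, Mg2+, Zn2+. Control set: EDTA negative control, DMSO positive control.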
bIAP inh: intestinal alkaline phosphatase (bovine) inhibition | AID 1019 | 190,000 tested, under 10 active | inhibition, % at 20 µM | purified bovine IAP, CDP-star luminescence, 30 min;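 active = over 50% inhibition of intestinal alkaline phosphatase at 20 µM in the single-dose screen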
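Assay system: bovine IAP enzyme; medium: DEA buffer 100 mM, pH 9.8, with MgCl2 1.0 mM, ZnCl2 0.02 mM; doses: 20 µM single dose; incubation: enzyme reaction for 30 min at room temperature; detection: CDP-star luminescence signal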
FLuc stim CS: affects firefly luciferase, flagging false hits in luciferase stimulation screens; activation factor at 10 µM; P08659; 200,000 tested, under 10 active; AID 1027; ATPlite luciferase biochemical, luminescence, 10 min; 0 = ATP-free wells, 1 = DMSO control;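 active = luciferase activation factor, scaled between plate controls, of at least 2 with compound at 10 µM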
Target sequence (P08659 whole entry, looked up): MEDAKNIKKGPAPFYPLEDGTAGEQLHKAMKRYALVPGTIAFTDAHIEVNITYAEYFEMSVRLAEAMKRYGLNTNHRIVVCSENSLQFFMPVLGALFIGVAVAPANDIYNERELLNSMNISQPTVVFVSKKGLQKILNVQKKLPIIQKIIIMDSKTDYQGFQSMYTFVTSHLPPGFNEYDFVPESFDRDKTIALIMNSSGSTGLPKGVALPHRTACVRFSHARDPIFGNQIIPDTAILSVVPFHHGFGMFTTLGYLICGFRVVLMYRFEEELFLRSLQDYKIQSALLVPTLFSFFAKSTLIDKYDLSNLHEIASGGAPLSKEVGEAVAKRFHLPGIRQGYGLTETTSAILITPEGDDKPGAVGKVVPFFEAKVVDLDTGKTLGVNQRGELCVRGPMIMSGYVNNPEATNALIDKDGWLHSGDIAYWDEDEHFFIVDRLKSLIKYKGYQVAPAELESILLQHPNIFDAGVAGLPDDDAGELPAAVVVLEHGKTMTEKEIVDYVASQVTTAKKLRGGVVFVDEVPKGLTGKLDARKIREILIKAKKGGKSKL
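Assay system: Luciferase/luciferin detection reagent, cell-free biochemical luciferase assay / Read-out: luciferase activation / Benchmarks: No-ATP low control, compound-free enzyme-plus-ATP high control / Medium: PBS buffer for ATP / Detection: luminescence measurement of luciferase light output / Schedule: 10 min at ambient temperature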
TNAP inh noacc: blocks human TNAP activity with no phosphate acceptor present | P05186 | purified TNAP, CDP-star luminescence, 30 min | inhibition, % at 20 µM | 200,000 compounds, 0.26% hits | AID 1012;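 active = tissue-nonspecific alkaline phosphatase inhibition above about 50% at 20 µM in the single-dose screen, limit read from the data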;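 note: 0% = DMSO negative control and 100% = EDTA positive control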
bIAP act: increases bovine intestinal alkaline phosphatase activity; 200,000 compounds, 0.17% hits; activation factor at 20 µM; purified bovine IAP, CDP-star luminescence, 30 min; stronger effect = higher value; fold of DMSO-control signal, blank-subtracted; AID 1016;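 active = activation factor of 2 or more at 20 µM, a signal rise over negative controls twice the positive control's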
APP 5UTR inh: APP translation inhibition; SH-SY5Y APP 5'UTR-luciferase reporter, luminescence; inhibition, % at 2 µM; 190,000 compounds, 0.82% hits; AID 1285;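 active = inhibition above a set limit, derived from the sample mean plus 3 SD, cut at about 45% in these data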; note: values of inactives mirror those of a sister screen read the other way
FLuc inh counter: counter-screen for luciferase assay inhibitors: firefly luciferase inhibition. P08659. ATPLite firefly luciferase biochemical luminescence, 10 min. inhibition, % at 10 µM. 200,000 compounds, 1.5% hits;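 active = inhibition above about 50% when tested at 10 µM, limit read from the data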
TNAP inh hi DEA: blocks human TNAP under high phosphate acceptor concentration. purified TNAP, CDP-star luminescence, 1 M DEA. inhibition, % at 20 µM. 200,000 compounds, 0.03% hits;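 active = over 50% inhibition of tissue-nonspecific alkaline phosphatase at 20 µM in the single-dose screen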;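 note: plate controls were DMSO wells for no effect and EDTA-quenched wells as full inhibition for full effect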
Starred values were filed as active, the others as inactive; / = no result given.

SMILES	RAM network inh	L major viab	TNAP act hi DEA	bIAP inh	FLuc stim CS	TNAP inh noacc	bIAP act	APP 5UTR inh	FLuc inh counter	TNAP inh hi DEA
Cc1ccc(C)n1-c1ccc(C(=O)Nc2ccccc2F)cc1	2.6	4	1	-2	0.8	-5	1	-56	23	-2
COc1ccc(C2CC(=O)C(C=NCCN3CCN(C(=S)Nc4ccccc4)CC3)=C(O)C2)cc1OC (stereo not given)	2.0	1	1	-3	1.1	3	1	-5	-6	2
Cc1ccc(CNC(=O)C(=O)NCC2OCCN2C(=O)c2ccc3c(c2)OCO3)cc1 (stereo not given)	1.9	2	1	-2	1	-1	1	16	-2	0
COc1cccc(NC(=O)C(NCCC(C)C)c2ccccc2)c1 (stereo not given)	1.9	15	1	2	1.1	7	1	7	-8	-5
CC(=O)Nc1ccc(NC(=O)C(C)OC(=O)CCc2nc3ccccc3s2)cc1 (stereo not given)	3.5	2	1	-28	1	-11	1.3	-7	0	-5
CC(C)=C(NC(=O)c1ccccc1)C(=O)N/N=C(\C)c1ccccc1O	4.6	-2	1	-5	1	-13	1.1	-3	-5	4
O=C(N/N=C/c1ccccc1OCC(=O)N1CCCC1)C(=O)Nc1ccccc1F	0.8	-2	1	5	0.9	-6	0.9	-12	14	-2
O=C(OCC(=O)c1ccc(Cl)cc1Cl)c1ccc2c(c1)C(=O)N(c1cccc3ncccc13)C2=O	3.7	-6	1	8	1	-5	0.9	9	0	-4
O=C(Cn1nnc(-c2ccccc2)n1)N/N=C/c1cccc([N+](=O)[O-])c1O	4.2	-2	0.9	7	1	-21	0.9	-2	-1	6
Cc1ccc(C2C(C(=O)O)c3ccccc3C(=O)N2C)c(C)c1 (stereo not given)	-0.3	-4	1	27	1.1	-9	0.7	-6	-6	-2
CCO[C@@H]1OC(C(=O)NC2CC2)=C[C@H](c2ccc3c(c2)OCO3)[C@H]1CCCO	1.9	-3	1.1	7	1	-5	0.9	-8	-4	-6
Cc1cc2nc(C3CCN(Cc4nnnn4Cc4ccccc4)CC3)[nH]c2cc1C	2.5	91*	1.1	-60	1	-65	1.6	40	-4	-11
COc1ccc(NC(=S)NCCCN2CCCC2)cc1	1.9	-4	1	9	1	-9	0.9	-15	-4	-4
COc1ccc(S(=O)(=O)n2nc(OC(=O)c3c(-c4ccccc4Cl)noc3C)cc2N)cc1	6.7	-3	1.1	6	1	-7	0.9	12	1	-6
Cc1ccc(C)c(SCC(=O)Nc2nnc(-c3ccccc3)o2)c1	5.3	-4	1	8	1.1	-4	0.9	-7	-6	-2
OC(COc1ccc(OCC(O)CN2CCCCCC2)cc1)CN1CCCCCC1 (stereo not given)	0.9	30	1	-12	1	-9	1.1	-5	-4	-4
COc1cc(C2C(C(=O)c3ccc(C)o3)=C(O)C(=O)N2c2cc(C)on2)cc(Br)c1O (stereo not given)	0.8	-5	1	17	1	-11	0.8	10	-3	-2
OC(COc1ccc2cc(Br)ccc2c1)CN1CCOCC1 (stereo not given)	-0.5	60*	1	3	1	-2	1	-7	-4	1
Cc1cc(C(=O)COC(=O)C2=NN(c3ccccc3)C(=O)CC2)c(C)n1CC(F)(F)F	2.8	2	1.1	0	1	-13	1	-26	-2	-7
N#Cc1c(N)n[nH]c1-c1cc2c([nH]1)CCCC2	0.3	12	1.1	6	1	-4	0.9	9	0	-6
CC(C)CN(C(=O)CN1CCN(c2ccc([N+](=O)[O-])cc2)CC1)c1c(N)n(CC(C)C)c(=O)[nH]c1=O	1.6	-7	1	7	1	-4	0.9	-9	-2	3
COc1cc(NC(=O)Cc2c(C(=O)O)[nH]c3ccccc23)cc(OC)c1OC	3.3	-8	1	-7	1	-6	1.1	-2	1	-1
Cc1cc(C(=O)Cn2nnc3ccccc3c2=O)c(C)n1-c1ccccc1F	1.5	-4	1	-8	0.1	-7	1.1	-197	85*	-5
CCN(CC)S(=O)(=O)N1CCC(C(=O)NCc2ccc3c(c2)OCO3)CC1	0.1	-7	1.1	2	1.1	-11	1	-3	-10	-7
Cc1c(Cl)cccc1N1C(=O)c2ccccc2C1=O	3.0	-1	1	-2	1.1	-6	1	68*	-7	-3
Cc1cc(C(=O)Nc2ccccc2N2CCOCC2)ccc1[N+](=O)[O-]	3.8	-5	1	14	1	-8	0.9	-17	-2	-2
COc1ccccc1NC(=O)Cc1noc(CSc2n[nH]c(N)n2)n1	1.4	-1	1	-18	1.1	-6	1.2	-11	-5	1
CCCCOc1ccc(C(=O)Nc2ccc(N3CCN(C(=O)C(C)C)CC3)cc2)cc1	4.0	1	1.1	3	1.1	-12	1	-5	-6	-6
Nc1nnc(SCC(=O)N2CCc3ccccc3C2)s1	1.6	2	1.1	-12	1.1	-13	1.1	-10	-8	-6
Cc1cccc(S(=O)(=O)Nc2nc3ccccc3nc2Nc2ccc3c(c2)OCO3)c1	6.6	0	1	-28	1	-2	1.3	-23	0	-4
Fc1ccccc1NC(=S)N(CCN1CCCCC1)Cc1ccco1	0.6	7	1	17	1	-9	0.8	-14	-4	-1
C=CCn1c(SCC(=O)Nc2cc(C)on2)nc2sc(CC)cc2c1=O	0.3	28	1.1	19	1.1	-4	0.8	5	-8	-5
O=C(NCc1ccc2c(c1)OCO2)NC12CC3CC(CC(C3)C1)C2	3.1	-2	1.1	-2	1	-17	1	10	-2	-8
O=C(C1CCN(CCCc2ccccc2)CC1)N(CCc1ccccc1)Cc1ccccc1	0.1	91*	1.1	4	1.1	-12	1	9	-7	-9
CCCNC(=O)C(=O)N/N=C/c1ccc(OCc2ccccc2)cc1	1.6	-5	1	45	1.1	10	0.6	-5	-6	0
O=C(c1cccc(Cl)c1)N1CCC(N2CCC(C(=O)N3CCOCC3)CC2)CC1	-0.8	42	1	-12	1	-7	1.1	0	-2	-3
CCSc1nnc(NC(=O)CCc2ccccc2)s1	3.1	-6	1.1	20	1.1	-17	0.8	-4	-7	-7
Cc1cc(C)c(OCCCCN2CCC(C)CC2)c(Br)c1	3.5	98*	1	5	1	-22	0.9	-24	-3	-4
COc1ccc(OC)c(/C=N/NC(=O)Cc2nc3ccccc3[nH]2)c1	1.0	0	1	10	1	-50	0.9	-11	-1	-4
N#CCSc1nc2c(cc1C#N)CCCCCC2	1.6	9	1	16	1	-4	0.8	-14	-2	0
CCCCn1c(-c2ccc(Cl)cc2)nc2c(=O)n(C)c(=O)[nH]c21	4.6	-4	1	-5	1	-6	1	-22	-2	-2
COc1ccc(C(=O)N/N=C/c2sc3ccccc3c2O)cc1	0.3	77*	0.9	4	0.6	6	1	51*	35	12
COc1cc(NC(=O)C2CCCC2)c(OC)cc1Cl	0.8	12	1.1	6	1	-13	0.9	5	-4	-7
CCCCOC(=O)Nc1nnc(-c2ccccc2OC)s1	4.6	-3	1.1	-11	1	-24	1.1	11	-3	-6
COc1ccc(Cn2c(-c3ccco3)nc3oc4ccccc4c(=O)c3c2=O)cc1	1.1	0	1.1	9	1.1	-12	0.9	0	-6	-9
CC1(C)Cc2cccc(Oc3ccc(S(=O)(=O)N4CCCCC4)cn3)c2O1	2.0	1	1.1	-4	1.1	-17	1	0	-6	-7
COCCOC(=O)C1=C(C)NC2(O)c3ccccc3C(=O)C12O (stereo not given)	3.0	-6	1	-3	1	-7	1	9	0	-2
COC(=O)C(NC(C)=O)(Nc1nc2c(s1)CCCC2)C(F)(F)F (stereo not given)	1.9	-1	1	6	1.1	-12	0.9	20	-6	-5
CCN(Cc1cnn(C)c1)Cc1nc(C2(c3ccc(C)cc3)CCCC2)no1	0.4	8	1	10	1	-4	0.9	-4	-4	-4
CC(=O)N1/C(=C/c2ccc(N(C)C)cc2)C(=O)c2ccccc21	-1.9	100*	0.6	50	0.9	41	0.5	81*	9	40
Later entries.
SMILES	RAM network inh	L major viab	TNAP act hi DEA	bIAP inh	FLuc stim CS	TNAP inh noacc	bIAP act	APP 5UTR inh	FLuc inh counter	TNAP inh hi DEA
O=[N+]([O-])c1cccc(-c2cn(-c3ccccc3)c(=S)[nH]2)c1	2.9	-10	1	9	1	3	0.9	-10	-4	-2
CN(C)/C=C1/C(=O)N(c2ccc([N+](=O)[O-])cc2)N=C1c1ccccc1	3.0	-6	1	-17	1.1	1	1.2	-42	-6	-4
O=C1OCCC1Sc1nnc(-c2cccc(Br)c2)o1 (stereo not given)	0.9	-6	1.1	15	1	-15	0.9	16	-3	-5
Cc1ccc(C(=O)/C=C/c2c(C)nn(-c3ccccc3)c2Cl)cc1	14*	74*	1.1	4	0.9	-10	1	-22	10	-10
CC(c1ccco1)N(C(=O)c1ccc(C#N)cc1)c1ccccn1 (stereo not given)	3.1	0	1.1	16	1.1	-13	0.8	-16	-7	-7
CC(C)COP(=O)(c1ccc(N(C)C)cc1)C(Nc1ccccc1)c1cccnc1 (stereo not given)	0.4	3	0.9	0	1	-1	1	-9	2	6
Cc1ccc(C)c(NC(=O)Cn2c(=O)n(-c3ccc(CC(=O)NCC4CCCO4)cc3)c(=O)c3ccccc32)c1 (stereo not given)	-0.1	-8	1	-14	1	-62	1.1	2	3	0
CCOc1ccc(C2C(C#N)=C(N)SC(N)=C2C#N)cc1OCC	0.7	/	1	-23	1.1	-17	1.2	/	-11	-1
Cc1cc(C)c2c(c1)/C(=C/C(=O)c1ccc(Br)s1)C(=O)N2	4.1	100*	1	20	1	1	0.8	/	-1	5
COc1cccc(NC(=S)NNC(=O)Cn2nc(C(F)F)cc2C(F)F)c1	1.6	-4	1	-2	1	-11	1	-5	-2	0

By substructure, the entries above containing a furan ring, fused or not (four)
SMILES	RAM network inh	L major viab	TNAP act hi DEA	bIAP inh	FLuc stim CS	TNAP inh noacc	bIAP act	APP 5UTR inh	FLuc inh counter	TNAP inh hi DEA
COc1cc(C2C(C(=O)c3ccc(C)o3)=C(O)C(=O)N2c2cc(C)on2)cc(Br)c1O (stereo not given)	0.8	-5	1	17	1	-11	0.8	10	-3	-2
Fc1ccccc1NC(=S)N(CCN1CCCCC1)Cc1ccco1	0.6	7	1	17	1	-9	0.8	-14	-4	-1
COc1ccc(Cn2c(-c3ccco3)nc3oc4ccccc4c(=O)c3c2=O)cc1	1.1	0	1.1	9	1.1	-12	0.9	0	-6	-9
CC(c1ccco1)N(C(=O)c1ccc(C#N)cc1)c1ccccn1 (stereo not given)	3.1	0	1.1	16	1.1	-13	0.8	-16	-7	-7

Next part
SMILES	RAM network inh	L major viab	TNAP act hi DEA	bIAP inh	FLuc stim CS	TNAP inh noacc	bIAP act	APP 5UTR inh	FLuc inh counter	TNAP inh hi DEA
O=C(NCCc1ccccc1)c1ccc(CS(=O)(=O)Cc2ccccc2F)o1	0.2	0	1	2	1.1	19	1	-10	-8	-5
COc1cc(CN2C(=O)C(NC(=O)c3ccco3)(C(F)(F)F)C3=C2CC(C)(C)CC3=O)cc(OC)c1 (stereo not given)	2.2	38	1	-1	1	-5	1	8	-3	-2
COc1cccc(CN(Cc2ccccc2F)S(=O)(=O)c2ccc(S(=O)(=O)NCc3ccccc3)cc2)c1	18*	15	1	3	1	-8	1	-1	-4	1
Cc1ccccc1NC(=O)COc1nsnc1N1CCOCC1	2.5	-2	1	7	1	-10	0.9	-3	0	2

Compound activity deposited in PubChem BioAssay by several laboratories.

The order is random (roughly 13% active in at least one column).
